# Screens: PubChem, several laboratories
# M. tuberculosis GlmU = inhibition of mycobacterial GlmU enzyme – biochemical, glucosamine-1-phosphate acetyltransferase (AID 1376) | one-dose inhibition, %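 (tested at 30 µM in the primary screen)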; IC50 in µM for titrated hits | M. tuberculosis GlmU acetyltransferase enzyme assay; higher % means a stronger effect | 220,000 compounds, 0.25% hits; in the data active = inhibition above about 13%; inconclusive = no clear call, values can overlap the other calls;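 note: 0% = complete reaction with vehicle and 100% = reaction without substrate; strong numbers were not always called active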
# RmlCD inh 1536 = blocks M. tuberculosis RmlC and RmlD coupled enzymes | 160,000 compounds, 0.03% hits | P9WH09+P9WH11 | RmlC+RmlD coupled enzyme assay, percent inhibition; primary screen in compound mixtures | inhibition, % at 3.6 µM; in the data active = inhibition mostly above about 34%, no sharp cut-off; inconclusive = no clear call, values can overlap the other calls; inactive = mostly below about 22%; note: some results filed as inactive read as strong as hits
# Target sequence (P9WH09 whole entry, looked up): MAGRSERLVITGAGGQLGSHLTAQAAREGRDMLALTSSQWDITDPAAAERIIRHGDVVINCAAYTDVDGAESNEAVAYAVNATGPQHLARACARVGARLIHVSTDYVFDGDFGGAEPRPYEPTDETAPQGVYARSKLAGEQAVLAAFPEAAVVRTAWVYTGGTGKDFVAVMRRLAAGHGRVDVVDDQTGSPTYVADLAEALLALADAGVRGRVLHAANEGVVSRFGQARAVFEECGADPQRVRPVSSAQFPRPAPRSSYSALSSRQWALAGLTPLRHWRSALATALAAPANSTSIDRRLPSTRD
# Target sequence (P9WH11 whole entry, looked up): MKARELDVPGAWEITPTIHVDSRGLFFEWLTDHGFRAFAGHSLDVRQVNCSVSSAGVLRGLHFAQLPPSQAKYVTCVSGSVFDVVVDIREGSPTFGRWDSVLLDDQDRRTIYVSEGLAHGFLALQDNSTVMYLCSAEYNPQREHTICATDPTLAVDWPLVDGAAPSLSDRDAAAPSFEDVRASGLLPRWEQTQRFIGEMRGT
# Starred values were filed as active, the others as inactive; ? = inconclusive; · = not tested or not shown. A portion of the library, so the mix of outcomes need not match the whole.
Compound | M. tuberculosis GlmU | RmlCD inh 1536
COc1ccc(CSc2nc(C)[nH]c2[N+](=O)[O-])cc1[N+](=O)[O-] | -1.2% | -14
CC(C)CCN1C(=O)c2ccccc2C1C(=O)NCc1cccnc1 (stereo not given) | -1.0% | -8
COC1=C(N)C(=O)c2nc(-c3nc(C(=O)O)c(C)c(-c4ccc(OC)c(OC)c4O)c3N)ccc2C1=O | 9.2% | ·
COc1ccccc1NC(=O)c1ccc(-c2ccccc2[N+](=O)[O-])o1 | 7.2% | 6
Cc1ccn(C(=O)c2cc3c(C)nn(-c4ccccc4)c3s2)n1 | 1.4% | ·
COc1ccc(OC)c(C2=NOC(C(=O)Nc3cc(C)nn3-c3ccccc3)C2)c1 (stereo not given) | 0.8% | 5
C/C(CC(=O)N1CCN(C=O)CC1)=N\NC(=O)c1ccc(Br)cc1 | -7.1% | 1
O=C(Nc1ccc2c(c1)OCO2)C(c1ccccc1)N1CCCCC1 (stereo not given) | -2.7% | 5
O=C(C[n+]1ccc(Cc2ccccc2)cc1)Nc1ccccc1 | -2.5% | 5
CCOC(=O)/C(C(N)=NC)=C(\O)c1ccccc1 | 7.7% | ·
CCCn1nc(-c2ccccc2)c2nc3ccccc3nc21 | -5.5% | 8
COc1cccc2cc(C(C)N(CCCN3CCOCC3)C(=S)Nc3ccc(C)c(C)c3)oc12 (stereo not given) | -5.3% | 4
COc1ccc(OC)c(-c2cc(C(=O)Nc3c(C)nn(Cc4ccccc4)c3C)no2)c1 | 4.7% | 13
CCCOc1ccc(C2c3c(oc4ccccc4c3=O)C(=O)N2CCCN2CCOCC2)cc1 (stereo not given) | 3.6% | ·
CC(=O)N1CCc2cc(S(=O)(=O)NCCC(=O)N3CCc4ccccc4C3)ccc21 | 8.4% | -10

# Rewritten with values under each structure: entries from further up.
# The line under a structure holds: M. tuberculosis GlmU, RmlCD inh 1536
COc1ccccc1NC(=O)c1ccc(-c2ccccc2[N+](=O)[O-])o1
  7.2%, 6
Cc1ccn(C(=O)c2cc3c(C)nn(-c4ccccc4)c3s2)n1
  1.4%, ·
COc1ccc(OC)c(C2=NOC(C(=O)Nc3cc(C)nn3-c3ccccc3)C2)c1 (stereo not given)
  0.8%, 5
C/C(CC(=O)N1CCN(C=O)CC1)=N\NC(=O)c1ccc(Br)cc1
  -7.1%, 1
O=C(Nc1ccc2c(c1)OCO2)C(c1ccccc1)N1CCCCC1 (stereo not given)
  -2.7%, 5

# Other entries follow:
Compound | M. tuberculosis GlmU | RmlCD inh 1536
CCCCCn1c(SCC(=O)CC(=O)OCC)nc2cc(C(=O)N3CCC(C(N)=O)CC3)ccc2c1=O | -5.0% | 2
COc1ccccc1OCc1ccc(C(=O)n2nc(C)c(Cl)c2C)o1 | 1.5% | 21
CN(C)C(=O)c1cccn1-c1ncc(C(F)(F)F)cc1Cl | -4.5% | 2
CCc1nc2oc3cc(OC)ccc3c(=O)c2c(=O)n1Cc1ccco1 | 2.9% | 7
CCc1cccc2c1NC(=O)C2(O)CC(=O)c1cccs1 (stereo not given) | -1.1% | -2
CSc1ccccc1NC(=O)c1ccc(Br)o1 | -0.4% | 15
COc1cccc(NC(=O)c2oc3ccccc3c2NC(=O)C2CC2)c1 | 4.0% | -1
CC(=O)Nc1ccc(NC(=O)c2ccccc2CCc2ccccc2)cc1 | -1.7% | 12
Cc1ccccc1C(=O)N/N=C/c1ccc([N+](=O)[O-])s1 | 3.0% | -6
COCC(C)NC(=O)NC1(C(F)(F)F)Oc2ccc(Cl)cc2O1 (stereo not given) | 7.8% | 6
O=c1cc(CO)oc(C(Nc2ccccn2)c2cccc(F)c2)c1O (stereo not given) | 1.8% | -6
O=c1c2c3c(sc2n2cnnc2n1CCc1ccccc1)CCCC3 | -0.9% | 0
CC1(C)CC(NC(=O)c2ccc3c(c2)OCO3)CC(C)(C)N1 | 1.6% | -9
COC(=O)c1cn(-c2ccccc2)nc1-c1ccccc1 | -3.4% | ·
COc1ccc(C/C(N)=N/n2cnnc2)cc1 | 2.0% | -13
Cc1ccccc1C(=O)NC1CCN(Cc2nnnn2CCc2ccccc2)CC1 | -3.0% | ·
CCOc1ccc(-c2[nH]nc3c2C(c2ccc(O)cc2)C(C#N)=C(N)O3)cc1 (stereo not given) | 0.8% | 10
O=C(COc1ccc2c(C(F)(F)F)cc(=O)oc2c1)Nc1ccc(N2CCOCC2)cc1 | -5.8% | -5
O=C(NCc1cccnc1)c1ccc(Cl)c(S(=O)(=O)Nc2ccccc2C(=O)NCc2cccnc2)c1 | 6.2% | -7
COCCNC(=S)N(CCc1c(C)[nH]c2ccccc12)Cc1ccco1 | -5.2% | 28
COCCn1c(SCC(=O)N2CCCc3ccccc32)nnc1-c1ccoc1C | 2.6% | ·
CCn1c(COc2cccc3ccccc23)nnc1SCC(=O)OC1CCCCC1 | 1.6% | ·
O=[N+]([O-])c1cc(Cc2ccccc2)cc(C=Nc2ccc(N3CCOCC3)cc2)c1O | 2.3% | ·
Cn1cnnc1SCc1ccc(-c2ccc(Br)cc2)o1 | 7.0% | 32
C=CCn1c(CSc2nc3ccccc3s2)nnc1SCC(=O)NCc1cccnc1 | 2.7% | ·
CCOC(=O)c1c(/N=C/C2C(=O)CC(C)(C)CC2=O)sc(C)c1C | -6.2% | 9
Clc1ccc(Sc2ccc(/C=N/n3cnnc3)o2)cc1 | 1.8% | ·
CCOC(=O)CNC(=O)C(Cc1ccccc1)NS(=O)(=O)c1cccs1 (stereo not given) | -0.1% | ·
COc1ccc(C2CC(c3ccc4ccccc4c3)=NN2C(=O)COC(=O)C2CCC(=O)N2)cc1 (stereo not given) | -1.3% | -10
CN1C[C@@H]2C(c3ccccc3)C3(c4cccnc4)CC2(C3)[C@H]1c1ccccc1 (stereo not given in full) | -2.8% | ·
CCCc1nnc(NC(=S)Nc2ccccc2)s1 | -3.5% | 0
COc1ccc(N(C(=O)CNS(=O)(=O)c2ccccc2)C(C(=O)NCc2ccco2)C(C)C)cc1 (stereo not given) | 0.3% | 4
Cc1cc(C)nc(N2C(=O)CC(C(C)c3ccccc3)C2=O)n1 (stereo not given) | 2.6% | ·
Cc1ccc(N=Cc2c(O)[nH]c3ccccc23)c([N+](=O)[O-])c1 | 0.2% | -4
CC(=NCc1ccc(F)cc1)c1c(O)n(C)c(=O)n(C)c1=O | -3.1% | 6
CCC(=NCC1CCCO1)c1c(O)n(-c2ccc(OC)cc2)c(=O)[nH]c1=O (stereo not given) | -3.0% | 7
COc1cc(SC)ccc1C(=O)NCC1CCCO1 (stereo not given) | -4.8% | 14
O=C(/C=C/Nc1ccc(Br)cc1F)c1ccco1 | -5.3% | ·
CCN(CC)C(=O)C1CCCN(Cc2nc(-c3cccs3)no2)C1 (stereo not given) | -4.6% | 1
O=Cc1cn(CCC(=O)O)nc1-c1cccc(Br)c1 | 8.2% | -10
COc1ccc(-c2cc(C(=O)N/N=C/c3ccc(OC)c(COCC(F)(F)C(F)F)c3)c3ccccc3n2)c(OC)c1 | 0.8% | 5
COC(=O)C(=C/C(C)=C/c1cccs1)C(=O)OC | -0.7% | 10
COc1cc(SC#N)ccc1N=Cc1c(C)[nH]n(-c2ccc(C)cc2)c1=O | 1.0% | -14
O=C1OCC/C1=C\c1ccccc1O | -2.2% | 0
CCC(=O)c1ccc(OCC(O)CN(C)C2CCCCC2)cc1 (stereo not given) | 4.5% | 2

# Sorted by formula weight (highest first): 4 of the compounds above
Compound | M. tuberculosis GlmU | RmlCD inh 1536
O=C(/C=C/Nc1ccc(Br)cc1F)c1ccco1 | -5.3% | ·
Cc1ccc(N=Cc2c(O)[nH]c3ccccc23)c([N+](=O)[O-])c1 | 0.2% | -4
CCCc1nnc(NC(=S)Nc2ccccc2)s1 | -3.5% | 0
COC(=O)C(=C/C(C)=C/c1cccs1)C(=O)OC | -0.7% | 10

# Remaining list, next part:
Compound | M. tuberculosis GlmU | RmlCD inh 1536
O=C(CCN1CCN(c2ccccc2)CC1)Nc1ccc(OCc2ccccc2)cc1 | 3.2% | 14
Cc1nc2sc3c(c2c(=O)[nH]1)CCCC3 | -3.5% | ·
CC(C)NC(=O)C1CCN(C2CCN(C(=O)/C=C/c3cccs3)CC2)CC1 | -0.9% | 8
O=C(Nc1ccccc1)n1cc(-c2ccccn2)c(N2CCOCC2)n1 | · | 3
COc1ccc(CN2CCN(c3cccc(C)c3C)CC2)cc1OC | -0.4% | -4
COCc1cc(C)nc(SCC(=O)Nc2cccc(C)c2C)c1C#N | 3.0% | 3
CC(C)c1ccc(S(=O)(=O)N2CCN(CC(=O)Nc3ccc4c(c3)OCO4)CC2)cc1 | -1.2% | -5
Cc1ccc(C)c(OC(=O)c2cncc(Br)c2)c1 | -1.0% | 9
Cc1ccc(S(N)(=O)=O)cc1NC(=O)C1CC2CCC1C2 (stereo not given) | 0.5% | ·
CCOC(=O)C(C)On1c(-c2cccc(Cl)c2)nc2ccc([N+](=O)[O-])cc21 (stereo not given) | 1.5% | ·
CC1Cc2ccccc2N1S(=O)(=O)c1cccs1 (stereo not given) | 9.7% | ·
Cc1nnc(NC(=O)CCCN2C(=O)c3ccccc3C2=O)s1 | 8.9% | 11
COC(=O)c1ccccc1CON1C(=O)C(C)(C)N(OCc2ccccc2C(=O)OC)C(=O)C1(C)C | 2.5% | 2
CC(C)C(=O)Nc1cccc(C(=O)Nc2nncs2)c1 | 5.2% | 7
Cc1ccc(Oc2nccc(-c3ccc(Cl)cc3)n2)cc1 | -3.1% | ·
CCOc1ccc(S(=O)(=O)n2nc(C)cc2C)c2ccccc12 | 7.6% | -7
CCCn1c(C)cc(C(=O)COc2ccc(S(=O)(=O)N(CC)CC)cc2[N+](=O)[O-])c1C | 1.7% | -10
C=CCNC(=O)/C(=C\c1ccc([N+](=O)[O-])cc1)NC(C)=O | 1.6% | 66
O=C(NC(=S)Nc1ccccn1)c1ccc([N+](=O)[O-])cc1 | -11% | -1
CCN(CC)C(=S)Nc1ccc(Cl)c(Cl)c1 | 0.2% | 9
CS(=O)(=O)N(CC(=O)N1CCN(c2ccccc2)CC1)c1ccccc1Cl | 0.9% | ·
COc1ccc(C(=O)/C=C/c2ccccc2F)c(OC(=O)c2ccc([N+](=O)[O-])cc2)c1 | 4.5% | ·
CCOC(=O)c1c(C)[nH]c(C(=O)CC(=O)OC)c1C | -4.1% | -14
C/C(=N\Nc1nc(C(=O)O)cs1)c1ccccc1 | 6.4% | 22
O=C(COc1ccc(Cl)cc1)Nc1cccc(-c2ccc3nncn3n2)c1 | -3.5% | 4
CCOC(=O)Cc1nnc(NC(=O)C23CC4CC(CC(C4)C2)C3)s1 | -5.4% | ·
CCNC(=O)/C(=C\c1ccc2c(c1)OCO2)NC(=O)c1ccc(Br)cc1 | -9.1% | -8
CC(=O)CC1=NC(C)(C)Cc2ccccc21 | 0.2% | -14
CCC(=O)N1CCN(c2nc(-c3ccccc3)c3c(c2C#N)CCCC3)CC1 | -0.1% | -15
COc1ccc(N(C(=O)c2ccco2)S(=O)(=O)c2ccccc2)cc1 | 0.2% | ·
CC(=O)c1cc2c(cc1NC(=O)CCCC(=O)O)OCO2 | -6.0% | 8
O=C(Nc1nccs1)c1ccc([N+](=O)[O-])cc1 | -3.6% | ·
S=C1NC2(CCCCCC2)N=C1c1ccccc1 | 8.0% | -7
Cc1cc(=O)[nH]c(N/N=C/c2cn(CCC#N)nc2-c2ccccc2)n1 | -0.7% | -8
Cc1ccc(N=c2c([N+](=O)[O-])nn(-c3ccc4c(c3)OCCO4)n2O)cc1F | -1.2% | 2
O=C(Nc1cccc(NC(=O)c2ccco2)c1)c1ccc([N+](=O)[O-])cc1 | 1.9% | -2
O=C(c1cc2ncc(CCCl)cn2n1)N1CCCCCC1 | 1.0% | 57
O=[N+]([O-])c1ccc(N2CCCCCC2)c([N+](=O)[O-])c1 | -2.2% | 4
O=C1c2[nH]nc(-c3ccccc3O)c2C(c2ccccc2F)N1Cc1ccco1 (stereo not given) | -4.1% | -5
COc1ccc(-c2cn3cccnc3n2)cc1 | -6.0% | ·
CC(=O)N(C1=C(N2CCOCC2)C(=O)c2ccccc2C1=O)c1ccc(C(=O)O)cc1 | -0.1% | -3
O=[N+]([O-])c1[nH]cnc1/C=C/c1ccccc1 | 0.9% | ·
CN(C)c1ccc(NC(=O)CN2CCC(O)(c3ccccc3)CC2)cc1 | -1.5% | 5
O=C(CN1CCN(C(=O)c2ccco2)CC1)Nc1cc(Cl)ccc1Cl | 3.8% | ?
CCN(CC)CC(=O)Nc1ccc(-c2nc3cc(NC(=O)CN(CC)CC)ccc3o2)cc1 | -0.4% | -3
O=C(NCc1cccnc1)[C@@H]1CC=C[C@@H]2CCN(Cc3ccccc3)C(=O)[C@@H]21 | -2.2% | ·
COc1ccc2c(c1)cc(C)c1nnc(SCC(=O)N(C)c3nc(-c4ccccc4)cs3)n12 | 3.8% | 9
CCCCNC(=O)CN1C(=O)c2cccc(N)c2C1=O | -3.9% | -12
CN(C)CCOC(=O)CCc1ccccc1 | 0.3% | ·
c1ccc2c(c1)C(=Nn1cnnc1)c1ccccc1-2 | -1.5% | -7
O=c1[nH]n(CCO)c(=O)c2cccnc12 | 0.1% | -5
COc1ccc2c(C)nc(N/C(N)=N/S(=O)(=O)c3ccc(C)cc3)nc2c1 | 4.5% | 6
Cc1cccc(C(=O)n2c(=S)nc3ccccn32)c1 | 1.6% | 26
O=C1CCN(CCc2ccccc2)CCN1[C@H](CSc1ccc(Br)cc1)Cc1ccccc1 | -1.8% | ·
Cc1cc(/C=N/NC(N)=S)c(C)n1-c1cccc(Cl)c1 | -4.9% | 10
